Compound activity (PubChem BioAssay)
PHOSPHO1 inh: PHOSPHO1 (human) inhibition; Q8TCT1; recombinant PHOSPHO1, absorbance phosphatase assay; inhibition, % at 13.3 µM; hit rate 1.1% among 290,000; AID 1565; in the data active = inhibition above about 60%
Target sequence (Q8TCT1 whole entry, looked up): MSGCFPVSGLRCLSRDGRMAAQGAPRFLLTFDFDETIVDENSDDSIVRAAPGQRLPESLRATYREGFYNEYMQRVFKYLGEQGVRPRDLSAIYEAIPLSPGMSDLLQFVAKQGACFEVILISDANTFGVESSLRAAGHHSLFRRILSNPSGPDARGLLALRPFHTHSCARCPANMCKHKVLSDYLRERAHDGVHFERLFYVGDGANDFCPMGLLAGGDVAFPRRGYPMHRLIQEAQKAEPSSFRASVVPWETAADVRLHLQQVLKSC
MEKK3 PB1 HTS: modulators (inhibitors or enhancers) of MEK5 binding to human MEKK3 PB1 domain; Q99759; bead-based flow cytometry, Alexa488-MEK5 binding to MEKK3; actives lie on both sides; 0 = blocked by unlabeled MEK5, 100 = vehicle; binding response (% of control), % at 10 µM; hit rate 1.4% among 290,000; AID 1529;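 active = binding response more than 3 SD above or below the average of its plate-row segment, actives on both sides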;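 also: Alexa488 bead fluorescence after subtracting the streptavidin-only scavenger bead signal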
IDE cell activ: boosts human insulin-degrading enzyme activity in HEK cells; P14735; FAbeta-B cleavage, fluorescence polarization; 0% vehicle, 100% cell-free pure enzyme wells; activation, % at 5.96 µM; hit rate 0.073% among 340,000; AID 493087;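 active = activation above the mean of all tested compounds plus 3 SD, set per screening campaign, cut at about 17% in these data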
IDE inh: inhibits human insulin-degrading enzyme in HEK cells. hit rate 0.41% among 320,000. inhibition, % at 5.59 µM. AID 434962. P14735. FAbetaB cleavage, fluorescence polarization;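 active = percent inhibition above the average of all tested compounds plus 3 SD, set per screening campaign, cut at about 16% in these data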;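 also: IDE supplied by intact live HEK cells; FP after avidin binding of uncleaved biotin substrate so inhibition keeps polarization high; 0% = DMSO wells and 100% = 60 µM reference IDE inhibitor Ii1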
M4 PAM: CHRM4 positive allosteric modulation; P08173; CHO-K1 hM4/Gqi5, Fluo-8 calcium fluorescence, ACh EC20; 0% = ACh EC20, 100% = maximal ACh; activation, % at 3 µM; hit rate 0.4% among 360,000; AID 624126;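 active = activation above its plate's cutoff, the mean activation of sample wells plus 3 SD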; also: some results filed as inactive read as strong as hits
pCIP destab: compounds decreasing mouse p/CIP protein stability; hit rate 0.01% among 290,000; AID 1984; decrease of EGFP signal, % at 10 µM; Q05BA5; F442A p/CIP-EGFP cells, EGFP fluorescence, 16 h;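 active = EGFP signal decrease of at least 30% at 10 µM or well 3 SD below plate mean, unless failing retest; inactive = the rest, including hits failing retest or dose response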; also: some compounds called inactive have numbers as strong as hits; many of its hits are not listed in these tables
CRFBP-R2 agonist: CRF-BP/CRF-R2 complex agonism; HEK293 CRF-R2/CRF-BP, calcium dye fluorescence (FLIPR); percent of saturating CRF peptide response; activation, % at 13.2 µM; hit rate 0.46% among 350,000; AID 588473;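 active = activation of at least 50%, plus an integration ratio under a set limit after plate pattern correction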;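 also: plate controls were neutral control wells without compound for no effect and CRF at EC100 for full effect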
CRFBP-R2 block: antagonists of CRF-binding protein/CRF-R2 receptor complex; HEK293 CRF-R2/CRF-BP, CRF-induced calcium fluorescence; inhibition, % at 11.8 µM; hit rate 0.59% among 350,000; AID 588475;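 active = inhibition of the ligand-induced calcium signal above about 50% at the single tested concentration, limit read from the data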
GalR3 antag: blocks the human galanin receptor 3. O60755. HEK293 GalR3-CNG cAMP membrane potential fluorescence; galR3 body fused to GalR1 C-terminus. inhibition, % at 3 µM. hit rate 0.44% among 360,000. AID 651719;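 active = inhibition above the screen-wide average plus 3 SD, cut at about 13% in these data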;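 also: forskolin and galanin both at EC90 stimulate the cells; cAMP rise reported by CNG channel membrane potential dye signal; 0% = forskolin plus galanin with DMSO and 100% = forskolin alone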
Target sequence (O60755 1-299 limits assumed): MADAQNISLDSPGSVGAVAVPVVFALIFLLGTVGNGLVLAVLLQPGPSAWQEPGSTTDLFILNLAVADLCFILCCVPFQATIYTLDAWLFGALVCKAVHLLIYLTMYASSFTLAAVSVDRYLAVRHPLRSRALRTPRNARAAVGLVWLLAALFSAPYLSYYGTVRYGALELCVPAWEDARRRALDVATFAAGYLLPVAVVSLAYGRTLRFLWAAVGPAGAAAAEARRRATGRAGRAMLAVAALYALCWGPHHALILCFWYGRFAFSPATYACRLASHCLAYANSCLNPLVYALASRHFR
* = called active by the depositor; x = not tested or not shown.

PHOSPHO1 inh	MEKK3 PB1 HTS	IDE cell activ	IDE inh	M4 PAM	pCIP destab	CRFBP-R2 agonist	CRFBP-R2 block	GalR3 antag	SMILES
x	x	-1.5	8.2	-2.2	x	3.0	8.8	-2.4	CCc1ccccc1NC(=O)CN(C)C(=O)COC(=O)c1cccnc1Cl
33.8	109.0	-0.4	0.9	3.5	-0.6	0.5	9.0	-3.9	COc1cccc(/C(O)=C2/C(=O)C(=O)N(CCN(C)C)C2c2ccccn2)c1 (centres undefined)
-10.5	112.0	5.5	-1.2	-10.6	3.9	0.9	14.7	-2.1	C#CC[N+](C)(C)CCCCCCCCC
-7.0	101.0	1.8	2.2	-5.0	0.4	0.1	4.6	-6.7	COc1ccc(NC(=O)C(NC(C)=O)C(=O)Nc2ccc(F)cc2)cc1 (centres undefined)
30.5	115.0	-3.2	7.4	-2.5	-5.9	-1.1	-12.9	-6.3	C=CCNC(=S)N/N=C/c1ccc(-c2ccc(OC)cc2)o1
x	x	2.6	-6.0	-2.3	x	0.2	4.0	-3.5	Cc1[nH]c2ccccc2c1C(=O)COC(=O)c1nccnc1N
7.8	87.0	-4.3	3.4	-8.8	-15.0	0.2	8.6	-1.1	O=C(Nc1ccc(F)cc1)/C(=C1/CCCCCN1)[N+](=O)[O-]
42.8	93.0	2.3	-1.8	11.1	7.3	-2.5	1.7	0.7	O=C(Nc1ccccc1N1CCCC1)c1ccc([N+](=O)[O-])o1
3.3	112.0	2.2	4.6	1.6	6.4	-1.8	14.9	-4.2	O=C(O)c1ccc(-c2nnc(-c3ccc([N+](=O)[O-])cc3)o2)cc1
38.2	91.0	0.4	-0.1	5.3	-10.8	0.5	7.3	-8.5	COc1ccccc1CNC(=O)C1CCN(S(=O)(=O)c2ccc3c(c2)NC(=O)CO3)CC1
12.0	99.0	1.3	7.7	0.6	-5.8	0.8	-0.3	-2.0	Cc1cc(C)cc(NC(=O)C2CCN(C(=O)c3cccs3)CC2)c1
47.6	96.0	4.1	7.1	-0.6	-16.4	0.7	-8.7	-4.2	CC(C)(C)NC(=O)NC(=O)COC(=O)c1cc[n+]([O-])cc1
-19.3	103.0	-4.4	3.4	-6.0	-20.1	-1.0	-3.5	-7.6	O=C(CN1CCC(NC(=O)Nc2ccc(F)cc2)CC1)Nc1ccccc1[N+](=O)[O-]
-60.5	101.0	5.2	0.2	1.9	4.5	-0.9	0.2	-0.3	COC(=O)Cc1[nH]nc2c1C1(C(=O)N(Cc3ccccc3)c3ccccc31)C(C#N)=C(N)O2 (centres undefined)
-19.1	102.0	4.8	-0.4	-2.3	-4.3	-0.5	-3.8	-2.6	CC(C)c1ccc(NC(=O)C(=O)c2cn(CC(=O)N3CCCCC3)c3ccccc23)cc1

Going on with the list:
PHOSPHO1 inh	MEKK3 PB1 HTS	IDE cell activ	IDE inh	M4 PAM	pCIP destab	CRFBP-R2 agonist	CRFBP-R2 block	GalR3 antag	SMILES
41.8	98.0	-1.2	-3.5	3.7	-10.4	0.4	12.0	-2.6	C/C=C(\C)CN1CCC(n2nccc2NC(=O)c2ccc(OC)cc2)CC1
9.6	95.0	2.2	3.6	5.3	-2.8	-0.6	-4.2	1.8	CCC(=O)Nc1nnc(SCC(=O)NCC2CCCO2)s1 (centres undefined)
52.9	99.0	1.8	-3.4	9.1	1.5	-1.2	-10.5	-1.3	Cc1cc(NC(=O)COC(=O)c2cccc(S(=O)(=O)N(C)C3CCCCC3)c2)no1
x	x	5.2	x	-7.2	x	19.0	-62.9	-4.5	O=c1[nH]nc(Br)c(=O)n1C(c1ccccc1)c1ccccc1
5.5	101.0	1.9	7.2	-45.9	-15.2	-0.8	15.3	-1.9	Clc1ccc(C[n+]2cc(-c3ccc(Cl)cc3)n3c2CCC3)cc1
26.6	98.0	-2.7	-0.1	3.2	-8.0	3.6	-0.1	-7.2	COC(=O)C1C(O)CCC2CN3CCc4c([nH]c5ccccc45)C3CC21 (centres undefined)
-6.9	101.0	2.9	-0.8	20.3	8.7	0.5	9.3	0.0	COc1cccc(C(CC(=O)NCCN2CCOCC2)NS(=O)(=O)c2ccc(C)cc2)c1OC (centres undefined)
13.2	108.0	-2.8	-1.6	-2.6	-13.5	-1.3	16.6	-4.9	Cc1ccc(OCCNC(=O)c2cccc(Oc3ccc(C(F)(F)F)cc3[N+](=O)[O-])c2)cc1
26.2	103.0	-0.2	0.3	6.3	6.0	-0.1	-5.1	0.3	O=C(CS(=O)(=O)c1c[nH]c2ccccc12)NC1CCCCC1
10.7	107.0	-2.1	-1.0	0.5	-11.9	4.1	-41.1	-3.7	CCOC(=O)C1=NN(C(=O)Nc2cccc(C(F)(F)F)c2)C2C(=O)N(c3cccc(C(F)(F)F)c3)C(=O)C12 (centres undefined)
3.5	98.0	3.3	-1.0	0.3	6.7	2.1	-16.4	-2.2	Cc1cc(C(=O)N/N=C/c2ccc(-c3cccc(Cl)c3Cl)o2)n[nH]1
17.0	103.0	6.3	1.6	-7.3	14.4	15.1	-43.4	-2.7	O=C(/C=C/c1ccco1)NC(=S)Nc1ccccc1N1CCCC1
28.0	102.0	2.7	-10.8	-10.4	3.6	0.2	2.6	-9.8	Cc1csc(NC(=O)c2ccc(Cn3nc(C)c(Br)c3C)o2)n1
2.7	97.0	4.6	2.2	6.5	0.8	0.0	11.3	3.5	C[C@H](NC(=O)[C@H](Cc1ccccc1)n1c(=O)[nH]c2ccccc2c1=O)C(=O)N1CCC[C@H]1C(=O)O
27.4	97.0	-0.9	-0.8	-18.0	-1.8	-4.7	-6.3	-4.4	COc1ccc(-c2cc(-c3cccnc3)c(C#N)c(N)n2)cc1

(cont.)
PHOSPHO1 inh	MEKK3 PB1 HTS	IDE cell activ	IDE inh	M4 PAM	pCIP destab	CRFBP-R2 agonist	CRFBP-R2 block	GalR3 antag	SMILES
13.9	102.0	3.7	-7.6	-3.8	1.1	-0.7	2.6	-4.3	Cc1cccc(NC(=O)Cc2ccc(Br)cc2)n1
39.0	107.0	-3.7	-3.9	3.3	-3.9	2.6	-20.9	-6.5	CS(=O)(=O)N(CCc1ccccc1)CC(=O)Nc1ccc(Br)cc1F
18.3	106.0	-1.6	-2.0	-4.1	-5.2	0.4	22.8	-13.5	CC1CC(C)CN(CCCNC(=O)c2cc3c(s2)-c2ccccc2OC3)C1 (centres undefined)
x	x	x	x	-2.5	x	-1.8	-4.4	-4.8	CC1=C(C(=O)N2CCOCC2)CC(CC(=O)NCc2cccs2)C(=O)N1CCC1=CCCCC1 (centres undefined)
14.4	103.0	4.0	0.1	9.5	-4.3	-1.9	-2.0	-3.9	COc1cc2c(cc1OC)C(=O)CCS2
1.0	90.0	-1.1	-2.5	-9.3	-6.3	2.0	-9.0	-1.8	CC(OC(=O)c1ccc2ncsc2c1)C(=O)Nc1ncc(Cl)cc1Cl (centres undefined)
17.4	101.0	-1.9	0.0	-3.7	-10.5	0.7	3.0	-9.9	O=C(OCc1ccc([N+](=O)[O-])cc1)c1cnc(Cl)c(Cl)c1
17.4	101.0	3.8	0.9	1.5	-16.6	-2.8	-3.0	-7.6	O=C(NCc1ccco1)C1CCCN(c2nnc(-n3cccc3)s2)C1 (centres undefined)
x	x	-1.9	3.1	10.0	x	1.0	-0.8	-3.7	O=C(CSc1nc2[nH]ncc2c(=O)[nH]1)Nc1ccccc1F
11.6	96.0	-5.0	9.7	-10.6	-5.6	1.5	-0.4	-2.6	O=[N+]([O-])c1cc(S(=O)(=O)Nc2ccccc2)ccc1NCc1ccccc1
x	x	3.5	1.3	-5.3	x	0.1	3.2	-2.4	Cc1occc1-c1nnc(SCC(=O)N2CCCCC2C)o1 (centres undefined)
34.9	x	-2.9	5.4	-2.7	-0.3	0.5	0.2	-0.5	CCOC(=O)c1c(NC(=O)C2c3ccccc3Oc3ccccc32)sc(C(N)=O)c1C
-4.2	110.0	11.2	0.3	-6.0	-6.1	-0.4	17.4	-7.9	CC(C)=CCc1c(O)c(CC=C(C)C)c2c(c1O)C(=O)CC(c1ccc(O)cc1)O2 (centres undefined)
50.0	104.0	-1.6	-2.5	-5.2	-6.0	-1.6	3.1	-8.9	COc1cccc(-c2cc(C(=O)Nc3cccc(O)c3)no2)c1
x	104.0	-0.6	-7.8	0.5	-7.9	0.0	-9.3	-1.9	CCOc1ccc(S(=O)(=O)N(C)CC(=O)N2CCCC2)cc1

Complete entries from above. Order of values: PHOSPHO1 inh, MEKK3 PB1 HTS, IDE cell activ, IDE inh, M4 PAM, pCIP destab, CRFBP-R2 agonist, CRFBP-R2 block, GalR3 antag
Entry for CS(=O)(=O)N(CCc1ccccc1)CC(=O)Nc1ccc(Br)cc1F : 39.0, 107.0, -3.7, -3.9, 3.3, -3.9, 2.6, -20.9, -6.5
Entry for COc1cccc(-c2cc(C(=O)Nc3cccc(O)c3)no2)c1 : 50.0, 104.0, -1.6, -2.5, -5.2, -6.0, -1.6, 3.1, -8.9

(continued)
PHOSPHO1 inh	MEKK3 PB1 HTS	IDE cell activ	IDE inh	M4 PAM	pCIP destab	CRFBP-R2 agonist	CRFBP-R2 block	GalR3 antag	SMILES
13.5	89.0	11.4	7.5	4.5	-2.4	-1.9	1.2	-5.2	O=C(CNc1ccccc1)N/N=C/c1cc([N+](=O)[O-])ccc1N1CCCC1
15.9	96.0	-3.1	-5.1	0.5	-3.7	-0.5	-1.0	-1.1	C/C(N)=N\S(=O)(=O)c1ccc(Cl)cc1
9.3	103.0	-6.5	-7.0	4.3	5.0	-0.6	2.9	-3.1	CCNC(=S)/N=C(\N)Nc1nc(C)c2cc(C)ccc2n1
4.6	107.0	2.7	3.4	0.3	-2.6	1.8	5.5	-10.1	COc1ccccc1C(=O)Nc1cc(C)on1
19.2	97.0	4.0	5.6	-4.5	16.2	-0.1	4.1	-0.8	CCOc1ccc(NC(=O)CN(C)C(=O)CSC(C)C(=O)Nc2cc(C)on2)cc1OCC (centres undefined)
17.6	102.0	3.1	1.9	0.9	1.5	-1.7	-0.2	x	CCC1CCCCN1CCCNC(=O)CCC(=O)N1CCOc2ccccc21 (centres undefined)
x	x	-0.4	8.6	2.5	x	-1.4	25.5	-0.8	COc1ccc(NC(=O)c2cc(C)cc(C)c2)cc1S(=O)(=O)N1CCCCC1
19.2	100.0	8.8	4.2	3.1	-3.4	-2.2	5.1	2.0	COc1ccc(CNS(=O)(=O)c2ccc(OC)cc2)cc1
44.9	98.0	3.2	3.8	-9.7	-7.0	-0.9	10.3	-6.8	O=C(Nc1ccc(NC(=O)c2cccs2)c(Cl)c1)c1ccco1
9.7	102.0	2.7	x	-0.1	6.7	-1.2	8.8	-10.5	CN(C)CCCNc1ncnc2c1cnn2Cc1ccccc1Cl
